Compound activity as filed in PubChem BioAssay.
B2AR arrestin ag: beta-arrestin recruitment by human beta2-adrenergic receptor ligands | P07550 | HTLA Tango cells, beta-arrestin recruitment, luciferase luminescence, 18 h | Potency, µM (doses to about 46.1 µM), inactives show at the highest dose activation, usual class: activators | 44,000 tested, under 10 active | AID 1347077;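 note: potency is the fitted concentration of half-maximal effect; 0% = DMSO and full agonism = EC100 isoproterenol or metaproterenol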
Target sequence (P07550 whole entry, looked up): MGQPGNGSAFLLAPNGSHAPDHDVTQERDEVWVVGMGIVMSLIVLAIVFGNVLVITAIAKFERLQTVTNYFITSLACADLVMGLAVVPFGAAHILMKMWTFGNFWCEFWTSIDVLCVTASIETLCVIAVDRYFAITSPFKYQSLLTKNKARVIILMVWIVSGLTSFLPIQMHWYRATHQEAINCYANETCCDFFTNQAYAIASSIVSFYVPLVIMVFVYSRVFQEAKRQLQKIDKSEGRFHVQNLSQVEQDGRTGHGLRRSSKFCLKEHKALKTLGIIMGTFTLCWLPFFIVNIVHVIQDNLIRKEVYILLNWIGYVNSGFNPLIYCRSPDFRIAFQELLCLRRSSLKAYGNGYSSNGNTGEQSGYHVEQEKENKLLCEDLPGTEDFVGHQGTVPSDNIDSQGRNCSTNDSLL
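Tango cells expressing recombinant beta2-AR and beta-arrestin were treated with compounds (up to 46 microM titration) in DMEM with 1% FBS for 18 hr at 37 degrees C. Beta-arrestin recruitment drove tTA-dependent luciferase, read by luminescence; curves were fitted and classed.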
PTAP-TSG101 blk: TSG101-PTAP interaction inhibition, HIV-1 budding. Q99816. Fluorescence polarization, FITC-PTAP peptide/Tsg101, 20 min. Potency, µM (top dose mostly 115 µM), without a hit: at the highest dose activity change, negative = inhibition, most hits filed as inhibitors. 44,000 tested, under 10 active; note: potency is the fitted concentration of half-maximal effect; 0% is about no effect
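Read-out is FITC fluorescence polarization. Compounds were added to Tsg101 binding domain (10 uM final), then FITC-PTAP peptide (50 nM final), 20 min at r.t. Total S+P intensity flags fluorescent compounds.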
p53null 32C tox: p53 null cell cytotoxicity, permissive temperature; H1299-neo p53 null cells, ATP luminescence, 24 h, 32C; Potency, µM (series often up to 46.1 µM), for the others: at the top dose activity change, negative = cytotoxicity, actives largely listed as cytotoxic; actives 0.62% (n = 55,000); AID 903;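 note: potency is the fitted concentration of half-maximal effect; 0% = DMSO only and -100% = full killing by 100 µM tamoxifen; nearly all actives have a fitted effect of over 55% in size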
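H1299-neo, 600 cells/well; overnight 37C; cpd up to 46 uM, 24 h at 32C; ATPlite luminescence after 20 min RT; normalized to DMSO (0%) and tamoxifen 100 uM (100% kill); Hill-fit AC50.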
NTMT1 inh: inhibitors of human N-terminal methyltransferase NTMT1. Q9BV86. NTMT1 MTase-Glo SAH luminescence, purified enzyme. Potency, µM (highest dose often 114 µM), for the others: top-dose activity change, negative = inhibition, hits mostly inhibitors. actives 2.5% (n = 59,000);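 note: potency is the fitted concentration of half-maximal effect; plate controls were DMSO vehicle for no effect and no enzyme for full effect; nearly all actives have a fitted effect of over 65% in size; many of its hits are not listed in these tables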
Target sequence (Q9BV86 whole entry, looked up): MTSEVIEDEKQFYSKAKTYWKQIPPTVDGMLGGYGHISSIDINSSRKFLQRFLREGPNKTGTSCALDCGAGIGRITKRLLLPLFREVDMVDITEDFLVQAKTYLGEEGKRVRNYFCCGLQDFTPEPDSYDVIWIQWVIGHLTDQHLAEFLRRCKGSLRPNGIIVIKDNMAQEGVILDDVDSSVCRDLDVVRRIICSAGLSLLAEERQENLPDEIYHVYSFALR
FH mod: Identification of activators of human fumarate hydratase by quantitative high-throughput screening. Fumarate hydratase, mitochondrial (Homo sapiens), P07954. FH coupled MDH/diaphorase resazurin fluorescence, 15 min. Potency, µM (titrated, usually from 79.9 µM), without a hit: top-dose activity change, negative = inhibition, most hits filed as inhibitors. actives 0.22% (n = 54,000); note: potency is the fitted concentration of half-maximal effect; % is set by controls: 0 for no effect and ±100 for the full control effect; the screen sought activators but most active calls are inhibition curves; nearly all actives have a fitted effect of over 45% in size
p53null 39C kill: p53 null cell cytotoxicity, nonpermissive temperature. H1299 p53-null (neo) cells, 39C, ATPlite viability, 24 h. Potency, µM (doses to about 46.1 µM), for the others: top-dose activity, negative = cell killing, most hits filed as cytotoxic. actives 0.97% (n = 55,000). AID 904;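 note: potency is the fitted concentration of half-maximal effect; 0% = DMSO only and -100% = full killing by 100 µM tamoxifen; nearly all actives have a fitted effect of over 50% in size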
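Following overnight plating at 37C (600 cells/well), H1299-neo or H1299-p53A138V cells are dosed up to 46 uM. Incubation lasts 24 hr at 39C before ATP detection.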
GALK inh: inhibits human galactokinase. P51570. Potency, µM (series often up to 57.5 µM), for inactives: at the highest dose activity, negative = inhibition, hits mostly inhibitors. recombinant GALK, Kinase-Glo ATP luminescence, 1 h. 44,000 tested, under 10 active;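 note: plate controls were full GALK reaction for no effect and reaction lacking GALK for full effect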
Target sequence (P51570 whole entry, looked up): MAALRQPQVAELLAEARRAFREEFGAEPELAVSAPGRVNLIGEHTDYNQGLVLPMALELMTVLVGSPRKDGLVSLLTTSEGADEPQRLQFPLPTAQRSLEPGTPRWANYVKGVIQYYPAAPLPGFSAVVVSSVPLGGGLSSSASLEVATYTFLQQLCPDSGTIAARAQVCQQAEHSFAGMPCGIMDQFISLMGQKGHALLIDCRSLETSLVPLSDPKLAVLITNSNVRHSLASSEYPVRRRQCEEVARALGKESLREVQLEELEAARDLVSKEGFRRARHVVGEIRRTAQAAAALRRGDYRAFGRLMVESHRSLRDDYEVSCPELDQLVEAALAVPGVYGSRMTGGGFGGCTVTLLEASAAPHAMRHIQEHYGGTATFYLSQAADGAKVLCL
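5 nM GALK with 35 µM ATP and 100 µM galactose in HEPES pH 8.0, MgCl2, NaCl, DTT, BSA; 1 h RT reaction, remaining ATP detected by Kinase-Glo Plus luminescence after 10 min; qHTS concentration series.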
* hit, by the source's call; ? = inconclusive; nt = no result given; [ ] = another dose, or the depositor's remark. Calls come from the whole dose curve; as a rule, active = well fitted curve in the direction sought with a large enough effect; inconclusive = small, poorly fitted or top-dose-only effect, or another doubt; inactive = no such curve, though single readings can be large; an effect the other way counts as inactive or inconclusive. A portion of the library; rates above refer to the full screens.

Sequence of screens – FH mod, NTMT1 inh, p53null 39C kill, GALK inh, p53null 32C tox, B2AR arrestin ag, PTAP-TSG101 blk
CC(=O)c1ccc(NC(=O)COc2ccccc2-c2nc(C(C)C)no2)cc1
  3.2%, -5.1%, 1.2%, -1.0%, -4.6%, 7.4%, 0.3%
COc1cccc(C(=O)N2CCC(N3CCN(Cc4ccc(F)cc4)C(=O)C3=O)CC2)c1
  nt, nt, 0.8%, 0.5%, -3.6%, -0.9%, -5.9%
COc1cc(OC)c(NC(=O)C(Cc2ccccc2)NS(=O)(=O)c2cccc3nsnc23)cc1Cl (stereo not drawn)
  -19.9%, -0.3%, -6.0%, -1.8%, 12.7%, -1.7%, -7.0%
COc1ccc(NS(=O)(=O)c2ccc3[nH]c(=O)ccc3c2)cc1OC
  -25.0%, 2.1%, ?, 2.3%, 64.2%[activator], 0.7%, 0.1%
CCc1nn(CCCC(=O)NCc2ccc(C)cc2)c(=O)c2cc3occc3n12
  -1.3%, -6.2%, -21.6%, -3.2%, -2.9%, -2.7%, 0.2%
CCOC(=O)c1ccccc1NC(=O)N1CCC(CN2CCCCC2)CC1
  -4.2%, 4.2%, -16.9%, 3.9%, -3.0%, -0.3%, -2.3%
Cc1cccc(NC(=O)c2sc3nc(-c4cc5ccc(O)cc5oc4=O)[nH]c(=O)c3c2C)c1
  ?, 7.08µM*, -14.9%, 2.5%, 2.2%, 4.3%, 4.7%
COc1ccc(CCC(=O)NC2CC(=O)N(c3ccc(C)cc3)C2)cc1 (stereo not drawn)
  0.4%, 4.0%, 11.6%, -1.5%, 6.1%, -0.5%, -6.5%
COc1cc(NS(=O)(=O)c2ccc3oc(=O)c4ncn(C)c4c3c2)cc(OC)c1
  nt, nt, 2.4%, 1.2%, -16.2%, -0.6%, -7.7%
CCOc1ccc(CNC(=O)c2cnc(SC)nc2CC)cc1
  17.6%, 5.6%, 1.2%, -1.8%, 11.6%, ?, -1.7%

Some entries already given, reduced to FH mod.
| Molecule | FH mod |
| --- | --- |
| CCOC(=O)c1ccccc1NC(=O)N1CCC(CN2CCCCC2)CC1 | -4.2% |
| Cc1cccc(NC(=O)c2sc3nc(-c4cc5ccc(O)cc5oc4=O)[nH]c(=O)c3c2C)c1 | ? |

Further compounds:
Sequence of screens – FH mod, NTMT1 inh, p53null 39C kill, GALK inh, p53null 32C tox, B2AR arrestin ag, PTAP-TSG101 blk
CCCC(=O)Nc1ccccc1OCc1cc(=O)n2cc(C)ccc2n1
  -4.3%, 17.3%, -3.1%, 0.3%, -1.9%, 0.3%, 3.0%
CCN(C(=O)Cn1nc(Cc2ccncc2)c2ccccc2c1=O)c1ccc(OC)cc1
  -0.6%, -15.6%, -12.4%, 0.6%, -12.9%, -1.2%, 0.0%
COc1ccc(OC)c(NC(=O)c2cnc(N3CCCC3)nc2C)c1
  -10.6%, 4.0%, 8.4%, -1.0%, -3.9%, 0.7%, 0.4%
CCOC(=O)c1c(C)[nH]c(CCC(=O)Nc2cc(C)ccc2OC)c1C
  4.7%, -4.0%, 3.9%, 2.7%, -3.9%, -0.5%, -3.0%
CC1CCN(S(=O)(=O)c2ccc3nc(NCc4ccc(F)cc4)ccc3c2)CC1
  -28.2%, -6.8%, 13.0%, 0.9%, 5.9%, -0.3%, -1.3%
Cc1cccc(OCC(=O)Nc2c(C(=O)N3CCN(c4ccccc4F)CC3)oc3ccccc23)c1
  -3.5%, -2.8%, 11.6%, 2.3%, 28.8%, -3.0%, 4.3%
COc1cc2nc(NC(=O)c3ccc(S(=O)(=O)N4CCCC4)cc3)sc2cc1OC
  -2.4%, 10.0%, 2.0%, -3.8%, 8.3%, 0.3%, -1.3%
Cc1ccc(CNC(=O)c2ccc3c(O)c(S(=O)(=O)c4ccc(Cl)cc4)c(=O)[nH]c3c2)cc1
  -17.5%, -2.7%, -16.9%, 2.6%, -6.0%, -0.1%, 0.5%
CC(=O)c1cccc(NC(=O)C2CCN(S(=O)(=O)c3ccccc3)CC2)c1
  1.0%, 5.4%, 31.1%[activator], 1.0%, -7.9%, -1.8%, -3.9%
COc1ccc(C)cc1NC(=O)CN1C(=O)COc2ccc(S(=O)(=O)NC3CCCC3)cc21
  -19.1%, 16.8%, -8.5%, -5.3%, -9.1%, 0.5%, 0.6%
NC(=O)C1CCN(S(=O)(=O)c2cc3c(cc2Cl)NC(=O)CO3)CC1
  2.4%, 2.2%, 26.2%, -9.9%, -15.8%, -1.6%, -0.2%
CCOc1ccc(NC(=O)NCc2ccc3c(c2)CCN3C(C)=O)cc1
  -11.8%, 2.8%, -3.7%, -1.4%, -4.9%, 0.4%, -2.0%
CC(C)c1nn2c(=O)cc(COC(=O)c3cccc(NC(=O)CCc4ccccc4)c3)nc2s1
  -7.6%, 11.3%, -15.8%, 1.8%, -15.0%, -1.3%, 0.8%
COc1ccc(NC(=O)CN2C(=O)COc3ccc(S(=O)(=O)N4CCCCCC4)cc32)cc1
  -8.4%, 9.0%, 4.0%, -0.5%, 21.9%, 0.3%, -1.3%
Cc1ccc(NC(=O)CN2CCN(C3CCCCC3)C(=O)C2=O)cc1C
  -25.8%, -1.0%, 0.9%, 4.8%, 1.0%, 0.7%, -2.8%
O=C(CSc1nc(=O)n(Cc2ccccn2)c2c1CCC2)Nc1cccc(Cl)c1
  -24.5%, 3.5%, 30.1%[activator], -9.5%, 2.2%, -2.6%, -6.6%
Cc1cccc(NC(=O)C(=O)c2cc(C)n(-c3ccccc3)c2C)c1C
  -14.6%, 4.1%, 4.2%, -7.7%, 1.6%, -1.5%, -3.2%
COCCn1c(CNC(=O)c2cccc(N(C)C)c2)nc2cccnc21
  4.5%, -3.1%, 19.6%, 0.4%, -0.5%, -0.7%, -9.8%
CCOC(=O)c1c(S(=O)(=O)N2CCCC(C(=O)Nc3cccc(Cl)c3)C2)c(C)n(C)c1C (stereo not drawn)
  -34.7%, -0.4%, 42.7%[activator], -1.2%, 8.6%, -3.5%, -4.3%
Cc1ccc2ccc3cc(C(=O)Nc4ccc(C)c(F)c4)nc3c2[nH]1
  -3.2%, -12.2%, ?, 1.0%, -3.8%, 0.4%, -1.3%

2 entries from above in a different format:
Compound	FH mod	NTMT1 inh	p53null 39C kill	GALK inh	p53null 32C tox	B2AR arrestin ag	PTAP-TSG101 blk
O=C(CSc1nc(=O)n(Cc2ccccn2)c2c1CCC2)Nc1cccc(Cl)c1	-24.5%	3.5%	30.1%[activator]	-9.5%	2.2%	-2.6%	-6.6%
Cc1ccc(NC(=O)CN2CCN(C3CCCCC3)C(=O)C2=O)cc1C	-25.8%	-1.0%	0.9%	4.8%	1.0%	0.7%	-2.8%

The results go on.
Sequence of screens – FH mod, NTMT1 inh, p53null 39C kill, GALK inh, p53null 32C tox, B2AR arrestin ag, PTAP-TSG101 blk
Cn1ccc2c(OCC(=O)NCc3ccc(F)cc3)cccc2c1=O
  -8.1%, -6.6%, 32.5%[activator], -4.0%, -6.8%, -3.4%, -3.2%
CCN(C(=O)Cn1cnc2onc(-c3ccc(F)cc3)c2c1=O)c1cc(C)ccc1C
  -15.3%, 7.2%, -21.2%, -0.7%, -2.2%, -0.2%, -4.6%
CCc1cccc(NC(=O)Cn2nc(-c3ccc(OC)cc3)ccc2=O)c1
  -28.1%, -5.8%, -8.3%, -6.0%, 2.8%, -1.8%, 2.7%
CCc1ccccc1NC(=O)c1cnc2sc(N3CCOCC3)nn2c1=O
  nt, nt, -8.3%, 5.4%, -1.3%, -1.0%, 10.1%
O=C(CSc1nc2c(c(=O)[nH]1)CN(Cc1ccc3c(c1)OCO3)CC2)Nc1ccccc1Cl
  -3.3%, 0.4%, 37.3%[activator], -8.8%, -2.8%, -2.7%, -5.5%
O=C(Nc1nc2ccc(Cl)cc2s1)c1ccc(S(=O)(=O)N2CCCC2)cc1
  -19.9%, -0.3%, -1.6%, -2.0%, 7.3%, 0.5%, -0.1%
COc1cccc(CNC(=O)c2ccc(-c3nc(CS(=O)(=O)c4ccccc4)c(C)o3)cc2)c1
  -12.8%, 2.5%, 12.8%, 1.3%, -10.3%, 1.0%, -3.1%
COc1ccc(-c2nnc(SCC(=O)Oc3cccc(C)c3C)o2)cc1
  2.7%, 10.5%, 21.9%, ?, 15.8%, -2.7%, 1.5%
CC(=O)c1ccc(NC(=O)CCc2c(C)nn(-c3ccc(N4CCCCC4)nn3)c2C)cc1
  nt, nt, ?, 2.2%, ?, 0.6%, -5.7%
COc1cc(OC)c(NC(=O)c2c(N3CCCC3=O)c3cc(C)ccc3n2C)cc1Cl
  -4.9%, -6.8%, 20.9%, -0.4%, -5.9%, 0.7%, 1.0%
CC(C)OCCCn1c(=O)c2ccccc2n2c(-c3ccc(F)cc3)nnc12
  -0.1%, 0.4%, -4.4%, -0.8%, 8.8%, -1.7%, 0.8%
Cc1cccc(C)c1NC(=O)CCS(=O)(=O)c1ccc2c(c1)CC(C)N2C(=O)C1CC1 (stereo not drawn)
  nt, nt, -6.1%, 1.1%, -1.1%, 1.0%, -0.5%
Cc1ccc(NC(=O)c2sc(-n3nc(C)c(CCC(C)C)c3C)nc2C)cc1C
  -6.3%, 3.4%, -2.4%, 5.0%, -15.2%, -3.5%, 2.3%
CSc1ncc(Cl)c(C(=O)Nc2nc3ccc(F)cc3s2)n1
  -2.3%, 5.7%, -8.5%, -0.1%, 6.0%, 0.1%, -5.0%
CCc1ccccc1NC(=O)Cn1c(=O)oc2ccccc21
  -5.7%, 2.0%, -11.8%, -0.7%, 12.0%, -0.2%, -4.0%
Cc1oc(-c2ccc(C(=O)NCCCOC(C)C)cc2)nc1CS(=O)(=O)c1ccccc1
  4.2%, ?, -1.1%, 0.4%, 0.3%, 0.2%, -0.2%
Cc1c(NC(=O)Nc2cccc(C(F)(F)F)c2)sc2nc3n(c(=O)c12)CCC(C)CC3 (stereo not drawn)
  nt, nt, 8.8%, 6.6%, -2.3%, 0.2%, 0.0%
CCOC(=O)c1c(C)oc2nc(C)nc(NCc3ccc(C)cc3)c12
  -11.9%, 1.1%, -0.5%, 1.1%, -5.4%, -0.4%, -7.7%
CCCOc1ccc(OC(=O)c2sc3ncn(Cc4cccc(F)c4)c(=O)c3c2C)cc1
  -11.7%, 4.7%, 25.8%, 2.4%, 5.1%, -1.0%, 1.6%
O=C(NCc1c(-n2cccc2)sc2c1CCCC2)Nc1cccc(C(F)(F)F)c1
  -1.9%, -15.1%, -10.1%, -9.6%, -5.7%, -2.8%, -2.8%
FC(F)(F)c1cc(-c2ccccc2)nc2cc(-c3ccccc3)nn12
  -2.7%, ?, ?, 2.7%, -0.6%, 0.2%, -8.7%
CCC(C(=O)Nc1ccc(C(C)C)cc1)n1nc(C)n2c(cc3cc(C)ccc32)c1=O (stereo not drawn)
  -11.7%, -5.6%, -9.2%, -11.0%, 8.0%, -2.7%, -9.1%
